Assay outcomes as filed in PubChem.
hcGAS lum – Primary biochemical luminescence assay for human cyclic GMP-AMP synthase inhibitors | Q8N884 | recombinant h-cGAS, ATP depletion, Kinase-Glo luminescence | inhibition, % at 12.5 µM | 290,000 tested, 0.081% active | AID 1259398, 2018;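 further: 0% = vehicle reaction and 100% = reaction without DNA for no activity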
Target sequence (Q8N884 whole entry, looked up): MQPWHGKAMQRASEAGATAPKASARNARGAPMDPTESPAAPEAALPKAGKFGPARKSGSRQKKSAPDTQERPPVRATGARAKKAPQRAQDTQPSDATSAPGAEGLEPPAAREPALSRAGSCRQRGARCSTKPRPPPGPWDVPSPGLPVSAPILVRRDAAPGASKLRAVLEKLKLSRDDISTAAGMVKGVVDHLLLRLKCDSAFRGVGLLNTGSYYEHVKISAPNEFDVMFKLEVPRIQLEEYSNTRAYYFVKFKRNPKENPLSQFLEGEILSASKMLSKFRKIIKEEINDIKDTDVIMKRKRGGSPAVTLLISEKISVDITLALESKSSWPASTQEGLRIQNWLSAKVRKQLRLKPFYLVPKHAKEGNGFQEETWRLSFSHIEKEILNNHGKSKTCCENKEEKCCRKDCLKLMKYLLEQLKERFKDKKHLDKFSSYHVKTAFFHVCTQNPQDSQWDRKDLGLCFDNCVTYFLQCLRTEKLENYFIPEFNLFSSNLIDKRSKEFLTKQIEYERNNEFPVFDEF
mcGAS lum – cyclic GMP-AMP synthase inhibitors, mouse, primary biochemical chemiluminescence. inhibition, % at 12.5 µM. AID 1259399, 2018. 160,000 tested, 0.15% active. recombinant cGAS, Kinase-Glo ATP depletion luminescence. Q8C6L5;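 further: 0% = negative control wells and 100% = reference inhibitor with no enzyme activity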
NPYLR7 ag – agonists of mosquito NPYLR7 receptor, primary screen, cell-based, Aedes aegypti, calcium fluorescence, mosquito biting behavior | 270,000 tested, 0.15% active | AID 1259423, 2018 | activation, % at 10 µM | HEK293T NPYLR7/Galpha15, GCaMP6s calcium fluorescence | Aedes aegypti neuropeptide Y-like receptor 7 (NPYLR7); in the data active means activation above about 40%;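 further: 0% = vehicle and 100% = reference agonist at the receptor; some compounds past the cut are filed as inactive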
Active calls of the source: *; . = not tested or not shown; & = joins results of further samples. Unless noted, no stated cut-off is given here; in the data, active means inhibition above about 40%; inactive means the rest.

The first six records, ahead of the listing:
No. | Compound | mcGAS lum | NPYLR7 ag | hcGAS lum
1 | CC12CC(c3ccccc3O1)C(S(=O)(=O)c1ccc(Cl)cc1)C(=O)N2 (stereo unspecified) | -6 | 13 | -7
2 | C=CCN1CC(O)CN(C(=O)c2cccs2)CC1=O (stereo unspecified) | -4 | 2 | 0
3 | COc1ccc(C(=O)OCCN=C2NS(=O)(=O)c3ccccc32)cc1OC | -8 | 4 | -3
4 | CC(C)(C)c1cc(N2CCN(C/C=C/c3ccccc3)CC2)nc(SCc2ccc(C(=O)O)cc2)n1 | -5 | 10 | -4
5 | CCC(CC)NC(=O)CSc1nnc(NCc2ccc(OC)cc2)s1 | . | -2 | 2
6 | Cc1ccc(S(=O)(=O)Nc2ccc(-c3ccc(N4CCN(C)CC4)nn3)cc2)cc1C | -8 | 0 | -8

All compounds of this part, from the start:
No. | Compound | mcGAS lum | NPYLR7 ag | hcGAS lum
1 | CC12CC(c3ccccc3O1)C(S(=O)(=O)c1ccc(Cl)cc1)C(=O)N2 (stereo unspecified) | -6 | 13 | -7
2 | C=CCN1CC(O)CN(C(=O)c2cccs2)CC1=O (stereo unspecified) | -4 | 2 | 0
3 | COc1ccc(C(=O)OCCN=C2NS(=O)(=O)c3ccccc32)cc1OC | -8 | 4 | -3
4 | CC(C)(C)c1cc(N2CCN(C/C=C/c3ccccc3)CC2)nc(SCc2ccc(C(=O)O)cc2)n1 | -5 | 10 | -4
5 | CCC(CC)NC(=O)CSc1nnc(NCc2ccc(OC)cc2)s1 | . | -2 | 2
6 | Cc1ccc(S(=O)(=O)Nc2ccc(-c3ccc(N4CCN(C)CC4)nn3)cc2)cc1C | -8 | 0 | -8
7 | O=C(Nc1ccc(F)c(F)c1)c1cn(CC2CCCO2)cc2c(=O)n(-c3ccccc3)nc1-2 (stereo unspecified) | -11 | 13 | -6
8 | COC(=O)c1sc(N)c(C(=O)OC)c1Cn1cc(C(F)(F)F)cc(Cl)c1=O | -2 | -5 | 54*
9 | Cc1cccc(C(=O)N2CCSC23CCN(C(=O)Nc2ccccc2Br)CC3)c1 | -7 | -4 | -9
10 | Cc1ccc2nc(CNC3CCc4c(c(C(=O)O)nn4CC(C)C)C3)cn2c1 (stereo unspecified) | -8 | 18 | -3
11 | CC1CCCN(C(=O)Cn2cnc3c(cnn3C)c2=O)C1 (stereo unspecified) | -8 | -1 | -7
12 | CC1CC(C)CN(Cc2csc(NC(=O)c3cc(F)cc(F)c3)n2)C1 (stereo unspecified) | -3 | -5 | 2

Later entries:
No. | Compound | mcGAS lum | NPYLR7 ag | hcGAS lum
13 | CCOc1ccc(/C=C(/C#N)c2nc(N)nc(Nc3ccccc3)n2)cc1 | -5 | -3 | 2
14 | CCOC(=O)c1c(C)n(C)c2ccc(OC(C)=O)cc12 | . | 0 | 0
15 | CSc1ncc(CNCCc2cccc(Cl)c2)c(N2CCN(C)CC2)n1 | -3 | 12 | -1
16 | CN(C)CCCNC(=O)Cn1cnc2c1c(=O)n(C)c(=O)n2C | -5 | 5 | 2
17 | Cc1ccc(-n2c(CN3CCCCC3)n[nH]c2=O)cc1C | -13 | . | -5
18 | CC(C)c1nc(C2Cc3ccccc3O2)n(-c2ccccn2)n1 (stereo unspecified) | . | 8 | -5
19 | O=C(c1ccco1)N(Cc1nccn1Cc1ccccc1Cl)C1CC1 | -4 | 17 | -5
20 | COc1ccc(OC)c(NC(=O)COC(=O)C(NC(=O)c2ccco2)C(C)C)c1 (stereo unspecified) | . | -6 | -4
21 | Cn1cc(/C=C/C(=O)N2CCC3(CCCN(Cc4ccccc4F)C3)C2)cn1 (stereo unspecified) | . | 14 | -9
22 | Cc1ccc2nc(-c3ccccc3C)c(NC(C)(C)CC(C)(C)C)n2c1 | -8 | -9 | -9
23 | CCN=C(NCC)SC | -1 | 2 | 1
24 | Cc1cccc(Cc2nnc(CCC(=O)N3CCC(C(O)c4cccs4)CC3)o2)c1 (stereo unspecified) | -4 | 4&-1 | -7&-3

Continued.
No. | Compound | mcGAS lum | NPYLR7 ag | hcGAS lum
25 | CC(C)C(NC(=O)c1cc(COc2ccccc2)[nH]n1)c1nccn1C (stereo unspecified) | -11 | 3 | -4
26 | COCCn1c(=O)c2c(nc3n2CCN3c2ccc(OC)cc2)n(C)c1=O | . | 1 | -1
27 | COc1ccc(C(CC(=O)NCCN2CCOCC2)c2cn(C)c3ccccc23)cc1OC (stereo unspecified) | -5 | 3 | -3
28 | O=C(NCc1cccc(C(=O)N2CCCC2)c1)c1ccc(F)cc1Cl | . | -1 | 2
29 | COc1ccc(-n2c(-c3ccccc3)cc(C(=O)N3CCN(C(=O)C(C)(C)CCl)CC3)c2C)cc1OC | -5 | -10 | -13
30 | Cc1ccc(/C=C/C2=NC(=C\c3ccc(C)o3)/C(=O)O2)cc1 | . | -1 | -7
31 | Cc1ccc(C=C2SC(=S)N(C(C(=O)O)C(C)C)C2=O)o1 (stereo unspecified) | 0 | 2 | -6
32 | CS(=O)(=O)NCCC1CCCCN1C(=O)NCC1CCCO1 (stereo unspecified) | . | 10 | -7
33 | O=C1CCCCN1Cc1cccc(NC(=O)C2(c3cccc(C(F)(F)F)c3)CCOCC2)c1 | -14 | 0 | -6
34 | O=C(CN1CCc2[nH]c3ccc(F)cc3c(=O)c2C1)NC1CCCC1 | . | 5 | -3
35 | NC(Cc1ccc(C(F)(F)F)cc1)c1csc(Nc2ncccn2)n1 (stereo unspecified) | . | 2 | -12
36 | Cc1cccc(C)c1-n1nnnc1C1(Nc2cccc(O)c2)CCCCC1 | . | -17 | -1

Carrying on:
No. | Compound | mcGAS lum | NPYLR7 ag | hcGAS lum
37 | CC(c1ccccc1)N(Cc1cc(NC(=O)C2CCCC2)ccc1N(C)C)C(=O)NC(C)(C)C (stereo unspecified) | -3 | 3 | -1
38 | COc1ccc(Cl)c2sc(NCCN3CCOCC3)nc12 | . | 2 | -1
39 | COc1ccc(-c2nn(-c3ccc(C)cc3)c(OC(C)=O)c2-c2ccc(NC(=O)c3ccco3)cc2)c(OC)c1 | -6 | 15 | -4
40 | CC(C)Oc1ncccc1CNCc1ccccc1-n1cccn1 | . | 5 | -4
41 | Cc1cc(C)n(CC(C)CNC(=O)NCc2ccn[nH]2)n1 (stereo unspecified) | . | 0 | -10
42 | Cc1ccc(S(=O)(=O)N(CCC(C)C)Cc2c(-c3ccccc3)noc2N2CCCCC2)cc1 | -4 | . | -7
43 | CCN1CCc2nnc(C3CCN(CC(C)C)C3)n2CC1 (stereo unspecified) | -6 | . | -16
44 | COCCN(CC(=O)N1CC(=O)N(c2cccc(C)c2)C1)C(=O)N(C)C | -3 | -8 | 5
45 | CCC(C)N(Cc1ccsc1)C(=O)C1(c2ccc(F)cc2)CC1 (stereo unspecified) | -11 | . | -8
46 | CSc1ccc(COc2coc(CN3CCN(S(=O)(=O)c4cccc(C)c4)CC3)cc2=O)cc1 | -6 | 34 | -12
47 | O=C(O)C1CSC(c2cccc(I)c2)N1 (stereo unspecified) | . | 6 | -4
48 | COc1cccc(C(=O)N2CCC3(CC2)SCCN3C(=O)c2ccc(C(F)(F)F)cc2)c1 | -5 | -4 | -6

More records
No. | Compound | mcGAS lum | NPYLR7 ag | hcGAS lum
49 | CSc1nsc(SCc2ccc(C(=O)N3C4CCC3CC(Oc3ccc(F)cc3F)C4)cc2)n1 (stereo unspecified) | -1 | -11 | 0
50 | O=C(CCc1cn2ccccc2n1)N1CCN(CCn2cncn2)CC1 | . | -1 | -3
51 | Cc1cc2c(c(=O)o1)C(c1ccc(C(C)C)cc1)C(C#N)C(=N)O2 (stereo unspecified) | 1 | -18 | 3
52 | COC(=O)c1c(C)oc2c1cc(NS(=O)(=O)c1ccc(Cl)c([N+](=O)[O-])c1)c1ccccc12 | . | -8 | -5
53 | COCCN(CC(=O)N1CCc2sccc2C1c1ccc(Cl)cc1Cl)C(=O)c1cc(OC)cc(OC)c1 (stereo unspecified) | -4 | . | -9
54 | FCCCN1CCc2onc(-c3ccc(-c4ccccc4)cc3)c2C1 | . | 24 | -3
55 | O=C(Nc1nccs1)c1cccc2ccccc12 | . | 8 | -7
56 | O=C(CCn1cnc2c([nH]c3ccccc32)c1=O)NCc1ccc(Cl)cc1 | 2 | . | 3
57 | CCc1nc2cc(-c3c(OC)cccc3OC)ccc2o1 | -15 | 22 | -3
58 | Cc1ccc(NC(=O)C2CCCC2)c(-n2cnnc2)c1 | . | -8 | -3
59 | NS(=O)(=O)CC1CCCN1CCSc1ccccc1 (stereo unspecified) | . | 8 | -2
60 | CCc1nc(SCC(=O)c2ccc(F)cc2)n[nH]1 | . | 8 | -15

Entries of single compounds, quoted from the list. Order of values: mcGAS lum, NPYLR7 ag, hcGAS lum
Results for NS(=O)(=O)CC1CCCN1CCSc1ccccc1 (stereo unspecified) = ., 8, -2
Results for COC(=O)c1c(C)oc2c1cc(NS(=O)(=O)c1ccc(Cl)c([N+](=O)[O-])c1)c1ccccc12 = ., -8, -5
Results for CCc1nc2cc(-c3c(OC)cccc3OC)ccc2o1 = -15, 22, -3
Results for CCc1nc(SCC(=O)c2ccc(F)cc2)n[nH]1 = ., 8, -15
Results for FCCCN1CCc2onc(-c3ccc(-c4ccccc4)cc3)c2C1 = ., 24, -3

(continued)
No. | Compound | mcGAS lum | NPYLR7 ag | hcGAS lum
61 | CN(Cc1ccccc1)c1nc2c(c(Oc3cccc(F)c3)n1)CNCC2 | . | 21 | -5
62 | CCOc1nn(CC)cc1C(=O)NCCCc1ccccc1 | . | 0 | -5
63 | CCCCn1c(CN(C)CC2Cc3ccccc3CN2C)cnc1S(=O)(=O)CC (stereo unspecified) | -10 | 2 | -8
64 | CCOC(=O)Cc1csc(NC(=O)COc2ccc(F)cc2)n1 | . | -9 | -3
65 | C=CCn1c(=NC(=O)CCS(=O)(=O)c2ccc(OC)cc2)sc2c(OC)ccc(OC)c21 | . | 0 | -6
66 | CCCCCCc1c(C)nc(N2CC(C)CC(C)C2)[nH]c1=O (stereo unspecified) | -2 | . | 14
67 | COCCn1c(=O)c2c(nc3n(Cc4ccco4)c(C)c(C)n23)n(C)c1=O | . | 4 | -2
68 | CC(C)(C)c1cc(NC(=O)C2(C)CCN2C(=O)C2(c3ccccc3)CC2)no1 (stereo unspecified) | -6 | 9 | -6
69 | Cn1c(=O)c(-c2cccc(C(F)(F)F)c2)c(-n2cnnc2)c2ccccc21 | . | 3 | 0
70 | Cc1ccccc1-c1ccc(CN2CCC(N)(C(=O)O)C2)cc1 (stereo unspecified) | . | -2 | -3
71 | CC1N(C)c2ccc(C=Cc3cc[n+](C)cc3)cc2C1(C)C (stereo unspecified) | . | 67* | -16
72 | CC1(Cc2ccc(F)c(Cl)c2)C(=O)Nc2c(Cl)cccc21 (stereo unspecified) | -3 | 5 | -1

(more compounds)
No. | Compound | mcGAS lum | NPYLR7 ag | hcGAS lum
73 | CC1(C(=O)Nc2cccc3c2CCCC3)CCN1C(=O)CC(c1ccccc1)c1ccccc1 (stereo unspecified) | -6 | 0 | -6
74 | CC(C)c1ccc(S(=O)(=O)NCC(c2ccsc2)N(C)C)cc1 (stereo unspecified) | -7 | 8 | -8
75 | Cc1noc(C)c1COc1ccccc1C(=O)NC1CCC(C)CC1 (stereo unspecified) | . | 1 | -8
76 | Cc1ccc(-c2nc(N3CCN(C(=O)Cc4ccc(F)cc4)CC3)c3ccccc3n2)cc1 | -10 | 9 | -7
77 | Cc1cc(C)cc(N2CCC(N3CCCC(CCC(=O)NC4CC4)C3)CC2)c1 (stereo unspecified) | . | 6 | -4
78 | COc1ccc(CNC(=O)c2ccc3nc(C)c(N(C)C(=O)CCc4ccccc4)n3c2)cc1 | -2 | 22 | -6
79 | CCc1noc(C)c1C(=O)N1CCC(CCC(=O)NCc2cccnc2)CC1 | . | 16 | -5
80 | C#CCN1C[C@H]2COc3ccccc3[C@H]2N(C(=O)c2ccc(F)cc2)CCC1=O | 0 | -4 | 4
81 | CSc1nnc2c(n1)OC(c1ccc3ccccc3c1)Nc1ccccc1-2 (stereo unspecified) | -4 | -4 | -1
82 | CNC(=O)NC(=O)C(C)OC(=O)COc1cc(C)cc(C)c1 (stereo unspecified) | -7 | 16 | -7
83 | Cc1cc(N2CCN(c3ccccc3F)CC2)nc(SCc2ccc(C(=O)O)cc2)n1 | -6 | 8 | -5
84 | CCCn1nc(C(=O)NC2=NCCS2)c2ccccc2c1=O | . | -8 | 7

Further structures
No. | Compound | mcGAS lum | NPYLR7 ag | hcGAS lum
85 | Cc1ccc(-n2c(C)cn3c4c(=O)n(CCN5CCOCC5)c(=O)n(C)c4nc23)cc1 | . | 12 | -9
86 | O=C(c1cnn(-c2ccccc2)c1-c1ccccc1)N1CCCC1 | -9 | . | -5
87 | CC(=O)COC(=O)c1ccc(N2C(=O)c3cccc(Oc4ccc(Cl)cc4)c3C2=O)cc1 | . | 5 | -7
88 | Cc1ccc(-n2ncc(C(=O)N3CCC(C)CC(C)(C)C3)c2N)c(C)c1 (stereo unspecified) | . | 0 | -3
89 | Cn1cc(S(=O)(=O)N2CCN(S(=O)(=O)c3ccccc3C(F)(F)F)CC2)cc1C(N)=O | -8 | 5 | -9
90 | COc1cc(OC)cc(C(=O)Nc2ccccc2-c2cccs2)c1 | . | 3 | -10
91 | CCOC(=O)c1[nH]c2ccc(I)cc2c1CCN1C(=O)c2ccccc2C1=O | -4 | 5 | 1
92 | Cc1cc(N2CCCCC2)nc(NCCNS(C)(=O)=O)n1 | . | 0 | -5
